High-throughput results (PubChem)
Rin1-Abl PPI inh = human Rin1-Abl interaction inhibition; AID 588664; inhibition, % at 7.35 µM; TR-FRET Rin1/Abl binding, biochemical; 360,000 tested, 0.4% active; P00519+Q13671; in the data active means inhibition above about 5%, passing the limit was not always enough
NadD block = NadD (S. aureus) enzyme inhibition. purified NadD enzyme, colorimetric absorbance read-out. inhibition, % at 20 µM. 360,000 tested, 0.78% active. AID 602399; in the data active means inhibition above about 26%; further: some compounds past the cut are filed as inactive
CSN deneddyl inh = blocks human CSN-mediated cullin deneddylation. inhibition, % at 12.5 µM. Purified CSN, SCF-Nedd8-OG deneddylation, fluorescence polarization. Q92905. 360,000 tested, 0.38% active;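 active means pattern-corrected inhibition above about 35%, with an unprinted fluorescence ratio check between 0.5 and 1.5, limit read from the data, passing the limit was not always enough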;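 further: 0% = enzyme with substrate and 100% = substrate without enzyme; some results filed as inactive read as strong as hits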
Target sequence (Q92905 whole entry, looked up, one chain of several): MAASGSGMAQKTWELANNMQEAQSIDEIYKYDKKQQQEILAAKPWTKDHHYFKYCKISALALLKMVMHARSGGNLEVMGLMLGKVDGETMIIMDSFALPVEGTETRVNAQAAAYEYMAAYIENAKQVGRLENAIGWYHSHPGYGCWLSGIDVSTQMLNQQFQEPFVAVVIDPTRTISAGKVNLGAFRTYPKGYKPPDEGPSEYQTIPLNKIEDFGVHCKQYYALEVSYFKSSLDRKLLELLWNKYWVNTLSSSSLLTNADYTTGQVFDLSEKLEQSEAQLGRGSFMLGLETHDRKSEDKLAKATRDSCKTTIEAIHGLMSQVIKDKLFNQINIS
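Assay system: HEK293T-derived human Csn5 enzyme; quantity: 0.24 nM enzyme; medium: Tris/NaCl/DTT buffer, pH 7.5; also added: substrate SCFSkp2-Nedd8OG, 10 nM; doses: 12.5 µM compound; schedule: 90 min reaction at room temperature; signal: FP; read-out: % inhibition of substrate cleavage by Csn5; benchmarks: substrate-only high control, full reaction low control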
Scp1 inh = blocks human Scp-1 phosphatase activity. inhibition, % at 20 µM. 340,000 tested, 0.88% active. AID 493091. Q9GZU7. Recombinant Scp1, phosphopeptide, malachite green phosphate absorbance;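 active means inhibition above about 50% at 20 µM, limit read from the data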;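 further: plate controls were DMSO wells with enzyme for no effect and wells lacking enzyme for full effect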
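System: truncated SCP-1 phosphatase (76-261aa); medium: Tris acetate buffer pH 5.5 with MgCl2 and Tween-20; incubation: 45 min room-temperature reaction, 5 min colour, 30 min stabiliser; compound: single 20 µM dose, 1% DMSO; reagent: Phosphorylated 17-residue peptide substrate; read-out: % inhibition at 20 µM; technique: colorimetric free-phosphate detection, absorbance 630 nm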
Neddylation inh = inhibitors of human cullin neddylation | TR-FRET cullin neddylation, biochemical | AID 651699 | calls only at 25 µM | P61081+Q13564 | 360,000 tested, 0.58% active; in the data active means inhibition above about 36%
STEP block = STEP (human) phosphatase inhibition; P54829; inhibition, % at 20 µM; recombinant STEP, OMFP fluorogenic substrate, fluorescence; 360,000 tested, 0.25% active; AID 588621;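 active means inhibition at 20 µM, scaled per plate between control wells, above about 37%, limit read from the data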;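 further: 0% = DMSO with enzyme and substrate and 100% = substrate only without enzyme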
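Material: STEP (striatal-enriched tyrosine phosphatase) enzyme, cell-free | Medium: 50 mM Bis-Tris pH 6.0 with 2.5 mM DTT and 0.005% Tween 20 | Read-out: Percent inhibition scaled to no-enzyme and uninhibited-enzyme controls, plate-pattern corrected | Signal: Fluorescence read at 480 nm ex / 540 nm em | Times: 20 min reaction, room temperature, in the dark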
Rpn11 block = blocks the human proteasome subunit Rpn11; O00487; human 26S proteasome, Ub4-pepOG fluorescence polarization; 20S core pre-blocked with epoxomicin; calls only at 20 µM; 360,000 tested, 0.59% active; AID 588493;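 active means inhibition at 20 µM, scaled to each plate's controls, above about 33%, limit read from the data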
Target sequence (O00487 whole entry, looked up): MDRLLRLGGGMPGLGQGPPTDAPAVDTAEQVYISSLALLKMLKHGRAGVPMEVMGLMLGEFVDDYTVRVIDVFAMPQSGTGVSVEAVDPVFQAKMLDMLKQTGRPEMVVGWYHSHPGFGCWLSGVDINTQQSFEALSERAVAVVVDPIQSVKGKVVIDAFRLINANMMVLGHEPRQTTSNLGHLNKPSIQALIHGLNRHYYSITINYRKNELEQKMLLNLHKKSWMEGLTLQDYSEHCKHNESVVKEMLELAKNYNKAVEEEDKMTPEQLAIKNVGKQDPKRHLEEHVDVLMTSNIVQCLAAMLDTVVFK
SUMO1-SIM PPI = modulators of human SUMO1-mediated protein-protein interactions | AID 602429 | 360,000 tested, 0.33% active | P63165 | SUMO1 binding to a labelled peptide, TR-FRET, 1 h | inhibition, % at 20 µM; in the data active means inhibition above about 37%
Target sequence (P63165 whole entry, looked up): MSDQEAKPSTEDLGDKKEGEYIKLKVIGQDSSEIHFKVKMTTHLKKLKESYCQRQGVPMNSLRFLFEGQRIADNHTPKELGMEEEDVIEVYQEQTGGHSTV
DNMT1 block = inhibitors of human DNMT1; DNMT1 molecular beacon, Hinp1I cleavage, fluorescence; inhibition (reported as % activation of signal), % at 10 µM; 360,000 tested, 0.83% active; P26358; in the data active means inhibition above about 50%
LMPTP block = LMPTP (human) inhibition. recombinant LMPTP-A, OMFP fluorogenic substrate, fluorescence intensity. inhibition, % at 20 µM. 360,000 tested, 0.22% active;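 active means compounds that cut the enzyme signal by at least half of the control window in the single-dose screen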;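 further: plate controls were DMSO wells with enzyme plus substrate for no effect and substrate without enzyme for full effect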
Target sequence (P24666 whole entry, looked up): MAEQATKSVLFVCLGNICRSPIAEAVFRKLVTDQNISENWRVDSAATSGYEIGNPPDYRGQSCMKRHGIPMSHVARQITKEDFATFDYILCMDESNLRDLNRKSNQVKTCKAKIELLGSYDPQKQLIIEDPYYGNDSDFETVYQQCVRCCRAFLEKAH
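Assay system: LMPTP-A enzyme. Input: 0.625 nM LMPTP-A final. Probe or stimulus: 400 µM OMFP. Compound dosing: single 20 µM dose. Schedule: 50 min dark incubation at room temperature. Detection: fluorescence intensity of OMFP turnover product. Read-out: percent inhibition versus substrate-only and uninhibited controls. Benchmarks: no-enzyme low control, uninhibited high control.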
An asterisk follows results filed as active; i = inactive; / = not tested or not shown; + = active, no number.

Rin1-Abl PPI inh	NadD block	CSN deneddyl inh	Scp1 inh	Neddylation inh	STEP block	Rpn11 block	SUMO1-SIM PPI	DNMT1 block	LMPTP block	canonical_smiles
0	-2	4	0	i	-3	i	-3	-3	0.7	COc1ccc(NC(=O)C2CSC3c4ccccc4C(=O)N23)cc1 (centres undefined)
2	-1	3	-6	i	-1	i	2	0	-0.7	COc1ccc(C(c2c(O)cc(C)oc2=O)c2c(O)cc(C)oc2=O)cc1
0	-2	1	-11	i	-1	i	3	7	-2.2	CCOC(=O)c1nc[nH]c1C
3	-1	2	-11	i	0	i	1	0	0.0	CC(=O)Nc1ccc(S(=O)(=O)N2CCN(c3cc(C)nc4ncnn34)CC2)cc1
1	8	-2	-6	i	-3	i	3	-1	0.0	COc1ccc(C(=O)NCC2(N3CCCCC3)CCCCC2)cc1S(=O)(=O)N(C)C
0	3	2	-9	i	-2	i	-1	-2	1.4	CCCC(c1nnnn1Cc1ccc(OC)cc1)N1CCN(c2ccccc2)CC1 (centres undefined)
-6	11	8	11	i	3	i	-14	-3	3.2	COc1ccc(CCn2c(=N)c(C(=O)NC3CCCCC3)cc3c(=O)n4ccccc4nc32)cc1
1	12	1	-7	i	2	i	6	-2	0.9	C=CCn1c(=O)c2ccccc2n2c(SCC(=O)c3ccccc3)nnc12
1	3	-5	6	i	-2	i	3	-2	-1.1	Cc1ccnc(NS(=O)(=O)c2ccc(NC(=O)Cc3ccc(Br)cc3)cc2)n1
-3	13	2	0	i	2	i	-3	-8	3.9	S=C(NCc1ccco1)NC1CCCc2ccccc21 (centres undefined)
1	-1	-2	-8	i	-1	i	9	-5	0.5	COc1ccc([C@@H]2[C@@H]3C(=O)N(C(C)(C)C)C(=O)[C@@H]3[C@]3(Cc4ccccc4)C(=O)N(c4ccc(OC)cc4)C(=O)N23)cc1
4	3	2	-3	i	2	i	0	3	-0.8	Cc1ccc(S(=O)(=O)N(CC(=O)c2ccc(Cl)cc2)C(=O)N2CCN(C)CC2)cc1
-1	0	-3	-5	i	2	i	5	-7	4.1	CN(C(=O)COC(=O)COc1ccc(N(C)S(=O)(=O)c2ccc(Cl)cc2)cc1)c1ccccc1
1	-4	-2	-5	i	-5	i	2	14	-2.4	C=CCN=C1CC(C)(C)CC(=O)/C1=C(\O)c1ccccc1
-1	-8	1	6	i	-3	i	-3	0	-1.6	Cc1cccc(NS(=O)(=O)c2ccc3c(c2)NC(=O)CO3)c1C
0	-2	0	-4	i	3	i	3	1	-0.7	CC(C)c1ccc(C(=O)CSc2ncn[nH]2)cc1
4	5	4	9	i	3	i	-13	0	-0.8	Cc1nnc(SCc2cccc([N+](=O)[O-])c2)o1
-1	1	5	-1	i	-2	i	-1	-3	-0.1	COc1ccc(Cc2noc(CN(C)Cc3cccc(-n4cccn4)c3)n2)cc1OC
2	-6	-10	1	i	0	i	1	-2	-0.5	COc1ccc(CC2(CO)CCN(Cc3cnn(-c4ccccc4)c3)CC2)cc1
-2	-5	3	-17	i	4	i	1	6	-0.9	O=C(CCNS(=O)(=O)c1ccc(Cl)cc1)N1CCCCCC1
1	6	1	-4	i	0	i	2	5	-0.7	O=C(Nc1nnc(SCC(=O)N2CCOCC2)s1)c1ccccc1Cl
-2	-4	-5	-2	i	-2	i	-3	-2	0.9	CCC(C)C1C(C#N)=C(N)OC2=C1C(=O)CC(C)(C)C2 (centres undefined)
-1	-5	-1	2	i	0	i	3	-4	-1.3	CC(C)N1CCc2c(sc(NC(=O)Cc3ccccc3)c2C#N)C1
-2	-2	-7	-8	i	2	i	-7	-5	-2.1	CC(=O)n1cc([C@@H]2C=C(C(=O)N3CCN(C)CC3)O[C@H](OCc3ccc(CO)cc3)C2)c2ccccc21
1	5	-13	1	i	0	i	0	0	0.2	c1ccc(Oc2nnc(-c3cccs3)c3ccccc23)cc1
5	4	-4	9	i	-3	i	-3	-2	-1.5	O=C(NC1CCCCC1)C(c1ccncc1)N(Cc1ccc2c(c1)OCO2)C(=O)C(F)(F)F (centres undefined)
1	-5	-4	-5	i	-2	i	3	0	-0.9	CCOc1ccc(-n2nnnc2SCC(=O)NC2CCCC2)cc1
-2	-3	7	-24	i	-1	i	-12	2	-2.2	COCCNCCCCOc1ccc(C)cc1[N+](=O)[O-]
1	0	1	-6	i	-3	i	0	2	3.1	CCOc1ccc(CN2CCN(C3CCSCC3)CC2CCO)cc1 (centres undefined)
1	3	4	4	i	0	i	2	-6	-0.5	COC(=O)[C@]1(Cc2ccccc2)N[C@H](CN(C)C(=O)c2ccc(C)cc2)[C@@H]2C(=O)N(Cc3ccccc3)C(=O)[C@@H]21
1	5	3	-1	i	3	i	1	2	-2.4	COc1ccccc1Nc1nc(C2(C)CCC(=O)O2)cs1 (centres undefined)
1	-8	-1	-2	i	2	i	-10	-9	6.4	COc1cc(-c2cc(C(=O)Nc3ccc(N4CCOCC4)cc3)c3ccccc3n2)cc(OC)c1OC
-1	7	5	/	i	0	i	-7	0	-0.9	Cc1cn([C@H]2C[C@H](O)[C@@H](CNC/C=C/c3ccccc3[N+](=O)[O-])O2)c(=O)[nH]c1=O
0	16	-2	/	i	4	i	-13	-1	1.3	O=C(C1=C(O)C(=O)N(CCN2CCOCC2)C1c1cccc([N+](=O)[O-])c1)c1cc2ccccc2o1 (centres undefined)
0	6	-5	-2	i	1	i	-2	14	-1.5	CCC(C)(C)C1CCc2[nH]nc(C(=O)NCc3ccc(Cl)cc3)c2C1 (centres undefined)
-1	-4	5	-12	i	0	i	2	-7	0.9	CCOc1ccccc1NC(=O)/C(C#N)=C/c1c(C)nn(-c2ccccc2)c1Cl
-3	0	-3	/	i	2	i	6	0	-1.1	O=C(NCc1cccnc1)c1cc(C2CCCCN2C(=O)c2ccccc2)on1 (centres undefined)
0	2	0	-17	i	0	i	-4	0	-2.8	COC(=O)Cn1c(=O)cnc2ccccc21
-1	-2	0	-12	i	-2	i	2	3	-2.1	CCS(=O)(=O)c1ccc2c(c1)N(S(=O)(=O)c1ccc(OC)cc1)CC(C(=O)O)O2 (centres undefined)
-1	-4	-3	-10	i	3	i	-15	0	0.3	N#Cc1c(/N=C/c2ccco2)sc2c1CCCCC2
1	-5	0	3	i	0	i	-2	0	0.1	O=C(c1ccc(Cl)c(S(=O)(=O)NCc2ccco2)c1)N1CCN(c2ccc(F)cc2)CC1
-3	0	-3	-2	+	-3	i	-18	-16	2.0	CCc1ccc(C2C(C#N)=C(N)Oc3cc(N)ccc32)cc1 (centres undefined)
-3	0	5	-10	i	2	i	9	4	-0.9	O=C(CNC(=O)c1ccc(Cl)cc1Cl)OCc1cn2cc(Br)ccc2n1
0	-4	0	-11	i	0	i	4	-5	-0.6	Cc1ocnc1C(=O)Nc1ccc(Cl)cc1
0	-1	-2	-16	i	-5	i	-2	-1	0.1	CCOc1ccc(NC(=O)CSc2nc3c(c(=O)n2C)SC(C)C3)cc1 (centres undefined)
-1	-3	0	-2	/	5	i	-11	-8	-0.9	COCCCNC(=O)c1c(N)n(-c2ccc(S(N)(=O)=O)cc2)c2nc3ccccc3nc12
4	12	-2	-22	i	3	i	3	3	4.5	Cc1ccc(S(=O)(=O)n2nc(-n3c(C)ccc3C)c3c(F)cccc32)c2ccccc12
-1	-2	3	2	i	-3	i	4	1	-1.5	O=C(CSc1nnnn1-c1cccnc1)Nc1ccc(F)cc1F
-2	-1	5	-10	i	1	i	-2	2	1.2	CC(C)(C)OC(=O)N1CCC[C@H]1c1nnc(SCc2c(Cl)cccc2Cl)o1
0	-1	1	-2	i	-2	i	0	5	-2.0	CC12C(=O)N(CCC(=O)O)C(=O)C1C1C=CC2C1 (centres undefined)
-3	-6	1	-7	i	1	i	1	2	0.0	OC(COc1ccc(Br)cc1)CN1CCN(c2ccccc2)CC1 (centres undefined)
-2	9	3	/	i	0	i	2	1	-3.2	C[C@@H]1CN([C@@H](C)CO)C(=O)c2cc(NC(=O)C3CCCCC3)ccc2O[C@@H](C)CCCCO[C@@H]1CN(C)Cc1ccncc1
3	0	-2	-3	i	-3	i	-1	3	-0.9	Cc1nnc(SCC(=O)NCc2ccc(Cl)cc2)[nH]c1=O
2	2	0	-8	i	-1	i	-6	1	-1.5	Cc1ccc(NC(=O)c2nc[nH]c2C(=O)N(C)Cc2ccccc2)cc1

Pulled by compound from the list above:
Rin1-Abl PPI inh	NadD block	CSN deneddyl inh	Scp1 inh	Neddylation inh	STEP block	Rpn11 block	SUMO1-SIM PPI	DNMT1 block	LMPTP block	canonical_smiles
3	0	-2	-3	i	-3	i	-1	3	-0.9	Cc1nnc(SCC(=O)NCc2ccc(Cl)cc2)[nH]c1=O
-1	-3	0	-2	/	5	i	-11	-8	-0.9	COCCCNC(=O)c1c(N)n(-c2ccc(S(N)(=O)=O)cc2)c2nc3ccccc3nc12

Grouped by structure, the entries above with an aryl thioether with sulfur outside any ring
Rin1-Abl PPI inh	NadD block	CSN deneddyl inh	Scp1 inh	Neddylation inh	STEP block	Rpn11 block	SUMO1-SIM PPI	DNMT1 block	LMPTP block	canonical_smiles
1	12	1	-7	i	2	i	6	-2	0.9	C=CCn1c(=O)c2ccccc2n2c(SCC(=O)c3ccccc3)nnc12
0	-2	0	-4	i	3	i	3	1	-0.7	CC(C)c1ccc(C(=O)CSc2ncn[nH]2)cc1
4	5	4	9	i	3	i	-13	0	-0.8	Cc1nnc(SCc2cccc([N+](=O)[O-])c2)o1
1	6	1	-4	i	0	i	2	5	-0.7	O=C(Nc1nnc(SCC(=O)N2CCOCC2)s1)c1ccccc1Cl
1	-5	-4	-5	i	-2	i	3	0	-0.9	CCOc1ccc(-n2nnnc2SCC(=O)NC2CCCC2)cc1
0	-1	-2	-16	i	-5	i	-2	-1	0.1	CCOc1ccc(NC(=O)CSc2nc3c(c(=O)n2C)SC(C)C3)cc1 (centres undefined)
-1	-2	3	2	i	-3	i	4	1	-1.5	O=C(CSc1nnnn1-c1cccnc1)Nc1ccc(F)cc1F
-2	-1	5	-10	i	1	i	-2	2	1.2	CC(C)(C)OC(=O)N1CCC[C@H]1c1nnc(SCc2c(Cl)cccc2Cl)o1
3	0	-2	-3	i	-3	i	-1	3	-0.9	Cc1nnc(SCC(=O)NCc2ccc(Cl)cc2)[nH]c1=O
